Growth percent in the NCI-60 one-dose screen (48 h, 10 µM unless noted): 100 = growth as untreated, 0 = no growth, -100 = all killed.
SN12C: SN12C renal cancer cells. 3.8% of 81,000 active
786-0: 786-0 renal cancer cells; 5.1% of 81,000 active; AID 1794775
UO-31: UO-31 renal cancer; 5.2% of 81,000 active
U251: U251 CNS tumor cells. 5.4% of 80,000 active. AID 1794753
A498: A498 renal cancer cells | 5.4% of 76,000 active | AID 1794774
CAKI-1: CAKI-1 renal cancer | 4.7% of 75,000 active | AID 1794772
ACHN: ACHN renal cancer; 4.9% of 81,000 active
TK-10: TK-10 renal cancer cells; 3.9% of 81,000 active
RXF 393: RXF 393 renal cancer cells | 6.9% of 77,000 active | AID 1794773
The depositor's hits bear a star; · = not tested or not shown; & = joins results of further samples; ! = not confirmed by another sample; [ ] = another dose, or the depositor's remark. The calls were made as follows: active = growth percent below 10; inactive = the rest.

SMILES	SN12C	786-0	UO-31	U251	A498	CAKI-1	ACHN	TK-10	RXF 393
CC1=NN(c2cccc(Cl)c2)C(=O)/C1=C\c1cn(Cc2cccc3ccccc23)c2ccccc12	92.7	83.2	89.4	51.1	·	89.6	73.2	110.1	57.4
CCSC(=O)c1ccc(S(=O)(=O)CC)cc1	102.4	101.8	94.7	104.5	98.9	108.2	99.6	95.2	102.1
NS(=O)(=O)c1ccc(NC(=O)Nc2nnc(-c3ccc(F)cc3)s2)cc1	107.5	102.1	91.2	109.0	99.8	95.6	109.5	116.7	117.9
O=C(Cn1nnc2ccccc21)N/N=C/c1cc2ccccc2s1	83.6	94.4	60.9	78.1	83.1	53.5	81.9	84.0	93.8
Nc1ncnc2c1cnn2C1CCCCC1	96.4	93.3	89.9	99.2	112.6	94.7	95.0	101.3	126.1
N#CCC(=O)NNC(=S)NC(=O)c1ccc(-n2c(=O)[nH]c3ccccc3c2=O)cc1	96.4	112.3	66.8	102.7	115.2	89.4	98.3	104.7	97.8
CCC(CC)(Cc1ccccc1)C(=O)O	99.2	104.4	93.6	96.0	100.3	98.0	112.2	104.8	103.7
COc1cc(/C=C/C(=O)Nc2cccnc2Nc2ccc(F)cc2)cc(OC)c1OC	109.0	92.8	89.2	70.8	·	88.6	102.2	103.1	107.9
CCc1c2c(nc3ccc(OC(=O)OCc4ccc(B5OC(C)(C)C(C)(C)O5)cc4)cc13)-c1cc3c(c(=O)n1C2)COC(=O)[C@]3(O)CC	-4.2*	11.7	-72.1*	-57.2*	-65.1*	-44.1*	-53.6*	0.3*	-64.7*
CCOC(=O)c1ccc(NC(=O)C(F)(F)F)cc1	106.0	95.4	79.5	98.3	86.2	90.7	94.2	90.8	109.5
CN1CC(c2ccccc2)C2(SC(=NC3CCCCC3)N(Nc3ccccc3)C2=O)C12C(=O)Nc1ccccc12 (stereo not drawn)	41.7	42.4	17.0	47.6	58.6	25.2	30.5	66.6	·
CC(=O)N(C)c1ccc(/C=C2\C=Cc3ccccc32)cc1	86.8	81.5	56.9	82.4	76.3	94.2	86.2	84.9	95.9
CC[C@@H](c1ccc(O)c(O)c1)[C@@H](CC)c1ccc(O)c(O)c1	99.8	100.4	-1.7*	89.9	·	6.5*	9.0*	97.0	71.5
CSc1cc(C)nc(SC)n1	96.1	109.9	98.4	112.0	93.6	106.5	·	107.4	105.4
CC1=CC(C)(C)Nc2ccccc2N1	83.7	105.5	74.1	104.2	105.7	89.9	100.3	101.5	109.3
O=C1Nc2ccccc2S(=O)(=O)N1c1cccnc1Cl	108.4	96.4	96.6	101.4	100.1	102.0	107.0	101.6	130.7
CC(O)c1cnc(/C=C2\SC(=S)N(Cc3ccco3)C2=O)s1 (stereo not drawn)	71.9	86.2	71.0	88.7	·	73.4	77.1	111.6	102.2
Cn1cnc([N+](=O)[O-])c1/C=C1\Oc2ccc(Br)cc2C1=O	98.6	91.4	67.6	101.3	100.2	87.3	68.8	99.7	101.9
CSc1nc(N)nc2c1ncn2Cc1ccccc1	96.6	98.1	82.8	100.6	111.3	·	98.2	100.7	125.0
O=S(=O)(O)Cc1cccc2ccccc12	97.2	97.5	85.6	101.0	111.2	93.7	99.4	106.8	87.8

Reprinted from the part before: 2 compounds, then new ones.
SMILES	SN12C	786-0	UO-31	U251	A498	CAKI-1	ACHN	TK-10	RXF 393
CSc1nc(N)nc2c1ncn2Cc1ccccc1	96.6	98.1	82.8	100.6	111.3	·	98.2	100.7	125.0
O=S(=O)(O)Cc1cccc2ccccc12	97.2	97.5	85.6	101.0	111.2	93.7	99.4	106.8	87.8
CC(C(CC(=O)c1ccccc1)c1ccccc1)[N+](=O)[O-] (stereo not drawn)	95.9	108.0	74.2	100.0	99.7	·	98.1	113.1	106.2
CC(=O)N1CCOCC1	102.4	106.3	107.5	105.4	134.1	112.3	94.6	102.9	·
C[C@@H](CO)OCOCc1ccccc1	107.8	96.2	91.4	99.8	91.3	97.9	102.9	99.6	96.5
CCOC(=O)c1cc2c(n1Cc1ccc(OC)cc1)-c1nc(NC(C)=O)sc1CCC2	75.9	73.1	64.4	64.5	53.3	72.9	85.8	93.2	74.8
COc1cc(-n2nc(C(=O)NCCCCC(=O)O)nc2-c2ccccc2)cc(OC)c1OC	103.3	106.1	80.3	95.2	102.8	·	115.1	92.2	115.2
Cc1[nH]nc2ccc(-c3nc4cnc(N5CCN(C)CC5)cn4c3Nc3cccc(Br)c3)cc12	81.1	56.5	45.6	33.0	62.2	54.7	94.8	94.6	36.8
O=COC1CC2CCC13CC=CCC23 (stereo not drawn)	110.7	93.8	93.9	104.6	114.4	126.4	103.5	·	117.6
C[N+]1(C)CCOC(=O)C1	103.2	107.0	90.0	102.9	88.0	96.4	102.9	119.4	·
COc1ccc(/C=C/c2nc(Nc3ccc(C(=O)/C=C/c4ccc(Cl)cc4)cc3)c3ccccc3n2)cc1	99.8	99.3	81.9	100.1	·	92.5	101.1	122.4	101.0
OCCOCCOCc1ccccc1	105.2	100.9	107.8	105.1	103.7	99.4	110.1	96.3	99.4

3 successive records from above, for reference:
SMILES	SN12C	786-0	UO-31	U251	A498	CAKI-1	ACHN	TK-10	RXF 393
C[N+]1(C)CCOC(=O)C1	103.2	107.0	90.0	102.9	88.0	96.4	102.9	119.4	·
COc1ccc(/C=C/c2nc(Nc3ccc(C(=O)/C=C/c4ccc(Cl)cc4)cc3)c3ccccc3n2)cc1	99.8	99.3	81.9	100.1	·	92.5	101.1	122.4	101.0
OCCOCCOCc1ccccc1	105.2	100.9	107.8	105.1	103.7	99.4	110.1	96.3	99.4

(listing goes on)
SMILES	SN12C	786-0	UO-31	U251	A498	CAKI-1	ACHN	TK-10	RXF 393
CCCc1cc(CCC)n2nc(N)nc2n1	101.2	97.1	128.7	110.0	96.0	95.3	101.0	113.8	101.6
O=C(NCCNc1nccc(-c2c(-c3ccc(F)cc3)nc3sccn23)n1)c1cc(N2CCOCC2)cc(C(F)(F)F)c1	77.1	53.0	42.3	68.1	40.2	57.8	52.7	58.5	71.6
O=C(C[P+](c1ccccc1)(c1ccccc1)c1ccccc1)C[P+](c1ccccc1)(c1ccccc1)c1ccccc1	-45.9*	-97.9*	-98.2*	-91.8*	-93.8*	-96.1*	-99.4*	-94.1*	-70.2*
CC(C)C(=O)OCCCOCCCOc1ccccc1	104.4	100.1	95.1	105.5	87.6	99.7	115.2	94.1	110.1
Cc1cc(C(=O)NNC(C)Cc2ccccc2)no1 (stereo not drawn)	108.7	99.2	90.4	105.8	93.7	92.5	99.9	98.6	99.9
Cc1noc(NS(=O)(=O)c2ccc(NC(=S)/N=C/c3c(O)[nH]c(=O)[nH]c3=O)cc2)c1C	102.8	102.7	90.4	93.4	104.5	102.7	108.9	104.0	103.1
Cc1ccn2c3c(c(C(=O)O)c2c1)C(=O)c1ccccc1C3=O	78.8	84.2	63.7	74.9	89.2	·	86.2	141.7	56.9
O=S(=O)(O)c1cccc2cccc(Nc3ccccc3)c12	101.2	98.1	81.9	102.7	119.9	92.0	106.7	104.4	99.5
COc1cc2c3c(n([C@@H]4CCOC4)c(=O)c2cc1OC)-c1cc2c(cc1C3=O)OCO2	18.3	7.2*	5.8*	13.4	·	23.2	0.7*	99.7	52.4
CCOc1ccccc1N(CCN(C)C)C(=O)C(c1ccccc1)c1ccccc1	88.8	74.1	61.5	78.5	73.6	82.7	99.8	78.0	77.4
COc1ccc(C)cc1NC(=O)Oc1ccc(C#N)cc1	93.8	88.1	89.2	·	99.9	109.8	101.4	109.5	97.1
CC1(C)CC(=O)C2=C(C1)N(Cc1ccc(C(=O)O)cc1)C1=C(C(=O)CC(C)(C)C1)C2c1ccc(Cl)cc1	103.1	95.5	81.6	104.6	95.8	90.5	116.3	92.2	111.2
NC(=O)Oc1ccc(Cc2ccccc2)cc1	95.2	89.9	85.8	92.3	97.7	90.3	98.5	93.9	126.1
C=CC(C)(CCC=C(C)C)OC(=O)/C=C/c1ccccc1 (stereo not drawn)	102.8	96.0	90.1	106.5	107.0	·	107.4	93.0	90.0
CN(C)c1ccc(/C=C/c2ccnc3ccccc23)cc1	36.2	54.7	50.2	38.3	62.0	45.7	47.4	59.5	·
CC(=O)C(N=Nc1ccc(C(c2ccc(N=NC(C(C)=O)C(C)=O)cc2)(c2ccc(N=NC(C(C)=O)C(C)=O)cc2)c2ccc(N=NC(C(C)=O)C(C)=O)cc2)cc1)C(C)=O (stereo not drawn)	93.1	102.9	72.5	95.9	·	78.5	94.0	115.1	107.2
Cc1ccc(NC(=O)CCCCN2CCN(C)CC2)cc1Nc1nccc(-c2cccnc2)n1	97.2	95.7	85.7	91.1	98.6	97.6	104.5	108.9	112.5
O=C(c1cccs1)c1cccs1	102.7	93.7	90.0	98.8	106.3	·	113.2	87.4	109.5
Cc1ccc(N=Nc2c(N)n[nH]c2N)cc1	107.5	83.1	104.2	99.6	98.0	109.2	105.2	105.4	101.8
CCOC(=O)CCCN(c1[nH]c(C)c(C)c1C#N)S(=O)(=O)c1ccc(C)cc1	100.0	96.8	98.2	102.4	93.2	122.1	106.8	117.3	125.9
Cc1ccc(S(=O)(=O)OCCN2C(=O)c3ccccc3C2=O)cc1	104.4	99.5	89.7	106.7	95.6	106.4	120.4	112.6	105.7
O=S(=O)(NCCCNc1nccc(-c2[nH]c(-c3ccccc3)nc2-c2ccc(Cl)c(O)c2)n1)c1ccc(Br)cc1	37.5	53.4	36.8	30.7	65.4	33.6	24.2	66.6	-6.2*
O=C(/C=C/c1ccccc1)NC(=S)Nc1ncccn1	101.1	94.1	68.8	101.0	107.0	86.9	103.5	137.0	94.5
CCOC(=O)C1CCCC1=O (stereo not drawn)	101.4&112.3	100.7&103.1	83.9&98.3	99.7&111.6	100.0&102.3	90.0	98.5&115.7	89.7&117.3	101.2
N[C@@H](C[C@H]1CO1)C(=O)O	92.4[20 µM]	105.2[20 µM]	91.7[20 µM]	98.0[20 µM]	101.4[20 µM]	90.4[20 µM]	101.1[20 µM]	85.6[20 µM]	109.1[20 µM]
C=CC(=O)Nc1cccc(Oc2nccc(Nc3nnc(-c4ccc(Br)cc4)s3)n2)c1	99.2	100.6	78.9	97.5	101.0	81.2	100.2	152.4	100.7
CC1=NN(c2cccc(S(=O)(=O)O)c2)C(=O)C1	99.9&95.2	97.3&103.8	68.6&101.2	95.0&101.1	119.1&81.3	87.3&99.2	94.0&108.2	91.8&106.0	95.5&110.8
O=C(Cn1cc(CN2CCCC2)nn1)Nc1ccc2c(ccn2Cc2ccccc2)c1	99.0	99.5	85.7	90.4	100.9	91.5	104.8	106.8	91.7
O=C1c2ccccc2C(=O)N1C1c2ccccc2Oc2ccccc21	·	94.1	77.3	92.8	108.2	92.0	101.7	91.5	99.9
OC(c1ccccc1)c1nn(CN2CCOCC2)c(=S)n1-c1ccc(F)cc1 (stereo not drawn)	90.5	95.2	83.1	96.5	102.2	96.3	93.7	100.8	·
O=S(=O)(O)c1cccc(N=Nc2ccc(Nc3ccccc3)cc2)c1	95.7&108.5	105.1&95.4	77.4&82.8	101.2&98.8	97.7&93.3	87.7&97.5	98.3&111.0	105.7&110.8	109.8&97.6
COc1ccc(-c2nn(-c3cccc(Cl)c3)cc2-c2cc(-c3ccc(Br)cc3)nc(N)n2)cc1	92.7	88.1	76.0	97.5	81.6	77.3	103.0	104.0	111.4
CCCc1nn2c(CCC(=O)c3nc4ccc([N+](=O)[O-])cc4[nH]3)nnc2s1	101.2	107.8	80.7	108.0	122.5	·	101.9	133.3	114.1
O=C(/C=C/c1ccc(O)c(O)c1)O[C@@H]1C[C@]2(O)C[C@@H](OC2=O)[C@@H]1O	98.3	98.3	83.0	98.5	92.8	92.2	95.6	90.8	115.5
CCCN1C(=O)[C@H]2Cc3c([nH]c4ccccc34)[C@H](C)N2C1=S	94.5	97.4	81.5	104.0	88.6	85.2	90.1	110.5	101.8
Nc1ccc(OC(=O)Oc2ccc(N)cc2)cc1	88.7	93.9	91.1	84.7	102.3	106.2	78.3	119.1	102.4
Nc1ncc(-c2ccc3ncnc(N4CCc5cc(F)c(Cl)cc54)c3c2)cn1	17.9&26.0	3.2*!	8.0*!	45.0&54.8	-80.7*	-9.1*!	13.4&20.5	-15.0*!	-47.5*
Cc1cccc(C)c1Nc1nnc(-c2ccc(N(C)C)cc2)s1	99.1	99.4	96.3	89.9	99.9	92.7	101.5	118.3	107.1
O=C(Nc1ccc(C(=O)/C=C/c2ccc(N3CCCCC3)cc2)cc1)Nc1ccc([N+](=O)[O-])cc1	98.3	101.1	71.7	96.2	89.6	84.4	87.4	104.8	104.0
CC(=O)N1N=C(c2ccc(Nc3nc(Nc4ccc(F)cc4)nc(Nc4ccc(F)cc4)n3)cc2)CC1c1ccccc1 (stereo not drawn)	112.4	78.5	80.2	85.5	85.5	114.2	84.6	97.6	60.6
CC(C)[N+](C)(C)CC(O)COc1cccc2ccccc12 (stereo not drawn)	103.3	121.4	76.4	100.7	92.9	102.4	101.2	111.2	114.7
C=CCOc1ccc2c(c1)CC[C@@H]1[C@@H]2CC[C@]2(C)[C@@H](O)[C@@H](O)C[C@@H]12	112.7	109.3	98.9	97.6	101.0	81.8	95.5	104.0	109.0
CCN(CC)C(=S)SC1C(=O)c2cc(Cl)ccc2OC1c1ccc(Cl)cc1 (stereo not drawn)	91.1	81.9	71.0	86.3	94.9	·	100.3	90.0	104.9

Look-ups from above.
COc1ccc(-c2nn(-c3cccc(Cl)c3)cc2-c2cc(-c3ccc(Br)cc3)nc(N)n2)cc1 | U251: 97.5
Nc1ncc(-c2ccc3ncnc(N4CCc5cc(F)c(Cl)cc54)c3c2)cn1 | 786-0: 3.2*!
C=CCOc1ccc2c(c1)CC[C@@H]1[C@@H]2CC[C@]2(C)[C@@H](O)[C@@H](O)C[C@@H]12 | CAKI-1: 81.8
